FBPA coupling cs: counter-screen for Giardia aldolase inhibitors: coupling enzyme system; AID 2472; activity change, negative = inhibition, % at 58.2 µM, hits read low; coupling enzyme system counterscreen, AmpLite Red fluorescence; hit rate 0.67% among 290,000; in the data active = activity change below about -30%
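First, compound is pin-transferred into glyceraldehyde-3-phosphate coupling-enzyme reagent at 57.5 uM final and held 10 min at RT. Next, substrate, coupling system and AmpLite Red are added. After 20 min RT, fluorescence (525/598 nm) is read.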
* marks the source's active call; other numbers are inactive results; & = joins results of further samples. % is set by controls: 0 for no effect and ±100 for the full control effect. These rows are one share of the data (hit frequency here may not be typical).

SMILES	FBPA coupling cs
CN(C)c1ccnc(-c2ccccc2C(F)(F)F)n1	-1.9
C=CCOC(=O)C(C(C)=O)C(NC(=O)OC)c1ccc(F)cc1 (stereo not given)	-1.5
Cn1cccc1C(=O)N1CCC2(CCN(Cc3nccs3)CC2)CC1	3.0
N#Cc1ccc(CS(=O)(=O)c2nc3ccccc3s2)cc1	0.9
CC1(C)CC(=O)C([C@H]2C3=C(CC(C)(C)CC3=O)Oc3ccccc32)C(=O)C1	-0.3
CC1(O)C(=O)C=C2C=C(C3CC3)OC=C2C1=O (stereo not given)	3.7
COc1ccc(-c2nc3c(c4c2C[C@H](c2ccccc2)OC4)CN(C(=O)C2CC2)CC3)c(C)c1	4.0
C=C(C)C(O)/C=C/c1ccc(Br)cc1 (stereo not given)	-0.2&-0.7
CC1Cc2c(COc3ccccc3)nc3c(c2CO1)CN(CCOc1ccccc1)CC3 (stereo not given)	-0.5
COc1cccc2c1OC(=O)CC2c1ccc(C)cc1 (stereo not given)	10.2
CCN1CCN(C(=O)N[C@H](C(=O)N[C@@H]2C(=O)N3C(C(=O)O)=C(CSc4nnnn4C)CS[C@@H]23)c2ccc(O)cc2)C(=O)C1=O	-1.5
CC1(OC(=O)C2CCCC2)C(=O)C=C2C=C(C3CC3)OC=C2C1=O (stereo not given)	0.0
O=C(c1cc(C(F)(F)F)cc(C(F)(F)F)c1)N1CCC2(CC1)CCN(c1ncccn1)CC2	0.0
CN(C)c1ncc2nc(-c3cc(F)cc(F)c3)c(=O)n(Cc3cccs3)c2n1	-0.6
Cc1ccc(F)cc1-c1ccc(C(=O)N=C(N)N)o1	2.2
CC#CCN1c2ccccc2[C@]23C[C@@H](C(=O)OC)N(S(=O)(=O)c4ccc(OC)cc4)C2=NC(C(=O)OC)=C(C(=O)OC)[C@H]13	-6.0
COc1ccc(C(=O)O)c(O)c1OC	-0.9
COC(=O)C1=C(C)N(Cc2ccccc2)C2=C3C(=O)OCCC3[C@@](O)(C(=O)OC)C(=O)N2C1c1ccccc1 (stereo not given in full)	4.0
CC(C)=CCC/C(C)=C/C=C/C1=CC2(C)CC1(C)C(/C=C(\C)CCC=C(C)C)CC2=O (stereo not given)	0.5
CCOC(=O)CCCNC(=O)N1CCc2nc(-c3ccc(OC)cc3C)c3c(c2C1)CO[C@@H](c1ccccc1)C3	0.4
COc1cc(/C=C/C(=O)c2ccc(O)cc2O)ccc1O	-0.6
COCC(=O)N1CCC[C@@]2(CCN(Cc3nccs3)C2)C1	0.0
CC(C)(C)OC(=O)NCCCC1=CC2=CC(=O)C(C)(OC(=O)c3ccco3)C(=O)C2=CO1 (stereo not given)	-0.3
CC(=O)N1[C@H](C)C=C[C@]1(Cc1ccccc1)C(=O)NCc1ccc(C)o1	-1.9
COC(=O)[C@H](Cc1ccccc1)NC(=O)O[C@H]1C(=O)c2cc(OC)ccc2O[C@@H]1c1ccc(OC)c(Br)c1	-1.9&-1.6
OCCCc1ccccc1	1.9
CCCCC[C@H](O)/C=C/[C@@H]1[C@H]2C/C(=C/CCCC(=O)O)C[C@H]2C[C@H]1O	3.1
O=S(=O)(c1ccccc1)N1CCC2(CCCN(c3ccccn3)C2)CC1	0.0
CC1=CC(=O)C2=C(C)CC[C@@H]3[C@@H](OC(=O)[C@H]3C)[C@H]12	-0.6
CC1CCC2(OC1)OC1CC3C4CCC5CC(O)CCC5(C)C4=CCC3(C)C1C2C (stereo not given)	-2.7
N#CCCn1c(=O)cnc2cnc(Nc3ccccc3)nc21	1.8
O=C1C[C@@H](O)[C@@H](O)[C@H]2[C@@H]3C(=O)N(Cc4ccc5c(c4)OCO5)C(=O)[C@@H]3CC[C@H]12	-2.1&2.3
COc1ccc(NC(=O)N2CC[C@@]3(CCCN(S(C)(=O)=O)C3)C2)cc1	0.6
COc1cc2c(C)c3c4c(cc(OC)c(OC)c4c2cc1OC)CCN3C	-12.5
O=c1cc(-c2cccc(F)c2)[nH]c2cc(F)ccc12	3.1
C[C@@H]1C=C[C@](Cc2ccccc2)(C(=O)NCCN2CCOCC2)N1C(=O)c1ccccc1	0.1
O=C(c1cccc(F)c1)N1CCC2(CCN(Cc3ccccc3)CC2)CC1	-0.4
Cc1cc(C)cc(C(=O)N(C)[C@H](Cc2ccc(-c3ccccc3)cc2)C(=O)N[C@@H](Cc2c[nH]c3ccccc23)C(=O)O)c1	-0.3&8.7
COc1cc(OC)c(C(=O)CCCCN2CCC3(CC2)NC(=O)NC3=O)cc1NS(=O)(=O)c1ccc(C(F)(F)F)cc1	1.5
COc1ccccc1CNc1cc(-c2ccccc2C(F)(F)F)ncn1	-1.2
COC(=O)c1ccc(C(NC(=O)OCc2ccccc2)/C(C)=C/[C@@H](C)C(=O)Nc2ccc(OC)cc2)cc1 (stereo not given in full)	-4.5
CC(CCC(=O)O)C1CCC2C3C(=O)CC4CC(=O)CC[C@@]4(C)C3CC(=O)[C@]12C (stereo not given in full)	0.1
O=c1c(O)c(-c2ccc(O)c(O)c2)oc2ccccc12	-8.7
CC[C@H](C)[C@H](NC(=O)[C@H](CC(=O)O)NC(=O)[C@H](CC(C)C)NC(=O)[C@H](NC(C)=O)C(c1ccccc1)c1ccccc1)C(=O)N[C@H](C(=O)N[C@@H](Cc1c[nH]c2ccccc12)C(=O)O)[C@@H](C)CC	4.4
C=C1CC2COC(=O)C2(Cc2ccc3ccccc3c2)C1 (stereo not given)	0.3
Nc1nc2[nH]c(=O)c(=O)[nH]c2c(=O)[nH]1	3.3
CC(=O)OCC(=O)[C@@]1(O)[C@H](OC(C)=O)C[C@H]2[C@@H]3CCC4=CC(=O)C=C[C@]4(C)[C@@]3(F)[C@@H](O)C[C@@]21C	-0.3
COc1ccc2c(c1)OCc1c-2oc2cc(OC)ccc12	-1.1
CO[C@@H]1COC(=O)CCC[C@@H](C)[C@H](OC)COC(=O)[C@H](Cc2ccccc2)NC(=O)C/C=C\[C@H]1C	0.8
CC(=O)OC1CC[C@@]2(C)C(=CC[C@H]3[C@@H]4CC[C@H](C(C)=O)[C@@]4(C)CC[C@@H]32)C1 (stereo not given in full)	0.2
C=CC(C1=CC(=O)C(OC)=CC1=O)c1ccccc1 (stereo not given)	-52.7*
O=C(c1ccccc1)C1O[C@H]1c1ccccc1 (stereo not given in full)	-1.6
CN1CCN(CCCN2c3ccccc3Sc3ccccc32)CC1	-0.7
CCCCCCCCCC(=O)O[C@H](CC(=O)O)C[N+](C)(C)C	3.6
Cc1nnc(SCC2=C(C(=O)O)N3C(=O)C(NC(=O)Cn4cnnn4)[C@@H]3SC2)s1 (stereo not given in full)	-3.1
COc1cccc(Cn2c(=O)c(-c3cccc(C#N)c3)nc3cnc(OC)nc32)c1	-5.3
COC(=O)[C@@]1(Cc2ccc(OC)cc2)[C@H]2c3cc(C(=O)N(C)C)n(CCc4c[nH]c5ccc(O)cc45)c3C[C@H]2CN1C(=O)c1ccccc1	-2.5
Nc1nc(Nc2ccccc2)nc2c1ncn2[C@@H]1O[C@@H](CO)[C@H](O)[C@H]1O	0.6
COC(=O)c1nnc(C(=O)NCc2ccccc2)c2[nH]c3ccc(OC)cc3c12	0.6
COc1ccc2c(c1)O[C@@H](c1ccc3c(c1)OCO3)[C@H](OC(=O)NCc1ccco1)C2=O	0.1

The list continues:
SMILES	FBPA coupling cs
O=C(c1ccncc1)N1CCC[C@@]2(CCN(c3ccncc3)C2)C1	2.5
O=C(Nc1cccc(F)c1)N1CC[C@@]2(CCCN(C(=O)c3ccncc3)C2)C1	2.5
COc1c2c(cc3c1C(c1c(O)c4ccccc4oc1=O)N(C)CC3)OCO2 (stereo not given)	-1.5
CC[C@H](C)[C@H](NC(=O)[C@H](CC(C)C)NC(=O)[C@@H](N)CO)C(=O)NCC(=O)N[C@@H](CCCCN)C(=O)N[C@H](C(=O)O)C(C)C	1.3
COc1cccc([C@@H]2Oc3ccc(Br)cc3C(=O)[C@H]2OC(=O)NCCc2ccc(OC)c(OC)c2)c1	4.6
CCC(=O)NC[C@H](Cc1ccc(OCCc2nc(-c3ccccc3)oc2C)cc1)N/C(C)=C\C(=O)c1ccc(C(F)(F)F)cc1	-10.3
Cc1cccc(CNc2cc(-c3ccc(C(=O)N(C)C)cc3)ncn2)c1	0.1
C#C[C@]1(O)CC[C@H]2[C@H]3CCC4=Cc5oncc5C[C@]4(C)[C@@H]3CC[C@]21C	1.6
C=C1C(=O)O[C@@H]2C3OC3(C)CC/C=C(\C)CC[C@@H]12 (stereo not given in full)	-0.1
COc1cccc(Cn2c(=O)c(-c3ccccc3)nc3cncnc32)c1	-0.9
C/C(CCN1CCc2nc(-c3ccccc3)c(-c3ccccc3)cc2C1)=N\O[C@@H](C)CN1CCCc2nc(C)c(C)cc21	-2.2
COc1ccc2c(c1)O[C@@H](c1ccc3c(c1)OCO3)[C@H](OC(=O)Nc1ccc(OC(F)F)cc1)C2=O	-1.6
COC(=O)[C@@]1(Cc2ccc(F)cc2)[C@H]2c3cc(C(=O)N4CCCC4)n(C[C@H](O)CO)c3C[C@H]2CN1C(=O)c1ccccc1	4.9
CCCC1(C(=O)OC)C=C2C(=C(c3ccccc3)C(=O)C2C)CN1 (stereo not given)	-5.8
O=C1[C@H]2[C@H]3[C@H](O)[C@H](O)C/C(=N/OCc4ccccc4)[C@H]3CC[C@@H]2C(=O)N1Cc1ccccc1	-2.4
COCCNc1cc(-c2ccccc2C(F)(F)F)ncn1	-0.3
CCc1c2c(nc3cccc(SC)c13)COC2	-12.8
COC(=O)N1CCC[C@@]2(CCN(C(c3ccccc3)c3ccccc3)C2)C1	2.4
COc1ccc(CNc2ncncc2-c2c(C)noc2C)c(OC)c1	1.6
Cn1cccc1C(=O)N1CCC2(CCCN(c3ccncc3)C2)CC1	1.0
COCCn1c(=O)c(-c2cccc(C#N)c2)nc2cnc(N3CCOCC3)nc21	-1.1
CCCCC/C=C\C/C=C\C/C=C\C=C\C(O)CCCC(=O)O (stereo not given)	2.5
COc1ccc(CNc2nc(-c3cccc(C#N)c3)nc3ccccc23)c(OC)c1	-1.5
Nc1ncnc2c1nc(N1CCCCC1)n2[C@@H]1O[C@@H]2COP(=O)(O)O[C@H]2[C@H]1O	1.4
COC(=O)[C@@]1(Cc2ccc(OC)cc2)[C@H]2c3cc(C(=O)N(C)C)n(Cc4ccc(C(F)(F)F)nc4)c3C[C@H]2CN1C(=O)c1ccccc1	1.2
NC[C@](O)(CS(=O)(=O)O)c1ccc(Cl)cc1	2.6
O=C(c1csnn1)N1CCC[C@@]2(CCN(Cc3nccs3)C2)C1	-14.1
CCCCN1CCC[C@H]1CNC(=O)c1cc(C#N)c2ccccc2c1OC	2.2
COC(=O)C/C=C1\c2ccccc2[C@H](OC)[C@H]1C	-3.1
C[C@H]1Cc2c(COc3ccccc3)nc3c(c2CO1)CN(C(=O)c1cc(I)ccc1F)CC3	1.2
COC(=O)c1csc(C(=O)c2c[nH]c3ccccc23)n1	-3.8&3.2
COc1ccc(CCCO[C@@H](Cn2ccnc2)c2ccc(OC)cc2)cc1	1.6
CC1(C)CC[C@]2(C(=O)O)CC[C@@]3(C)C(=CCC4[C@@]5(C)CCC(O)[C@@](C)(CO)C5CC[C@@]43C)C2C1 (stereo not given in full)	-2.0
Cc1noc(C)c1-c1cc(Nc2ccc(F)cc2)ncn1	-1.1
Cc1ccc2c(c1)CC[C@H]1CC(=O)CC[C@@]21C	2.5
CCCn1c(C)nc2c(N3CCC(N4CCN(C)CC4)CC3)nc(C)nc21	-2.4
CN1CCc2cc3c(cc2C(=O)Cc2ccc4c(c2C1)OCO4)OCO3	-6.5
O=C(O)Cc1cc2ccccc2nc1C(=O)O	0.9
CC(C)CO/N=C1/C[C@@H](O)[C@@H](O)[C@@H]2[C@@H]3C(=O)N([C@@H](C)c4ccccc4)C(=O)[C@H]3CC[C@@H]12	-0.6
CC(C)NC(=O)N1CC[C@@]2(CCCN(C(=O)Oc3ccccc3)C2)C1	4.7
CCN(CC)CCCC(C)n1c(-c2ccccc2)nc2c(N(CCOC)CCOC)nc(C)nc21 (stereo not given)	4.7
O=C1C=C[C@@H](O)[C@H]2[C@@H]3C(=O)N(c4cccc(Oc5ccccc5)c4)C(=O)[C@@H]3CC[C@H]12	-2.6
CC#CCOCC/C=C1/c2ccccc2C(OC)C1C (stereo not given)	0.9
C[C@H]1C(O)[C@@]23CCC4C5(C=[N+](CCO)C[C@]4(C)CCC5)C2C[C@@H]1C3 (stereo not given in full)	0.7
CC(=O)OC1C=C[C@@H](OC(C)=O)C1 (stereo not given in full)	-0.7
C=CCC(O)CC1C2C(CC(O)CC=C)C3C1C3C2OC(C)(C)C (stereo not given)	0.5
C=C(C)C(O)/C=C/c1cccc(OC)c1 (stereo not given)	0.1

4 entries from above, as labelled records:
> C[C@H]1C(O)[C@@]23CCC4C5(C=[N+](CCO)C[C@]4(C)CCC5)C2C[C@@H]1C3 (stereo not given in full)
  FBPA coupling cs = 0.7

> C=CCC(O)CC1C2C(CC(O)CC=C)C3C1C3C2OC(C)(C)C (stereo not given)
  FBPA coupling cs = 0.5

> CCN(CC)CCCC(C)n1c(-c2ccccc2)nc2c(N(CCOC)CCOC)nc(C)nc21 (stereo not given)
  FBPA coupling cs = 4.7

> CC(=O)OC1C=C[C@@H](OC(C)=O)C1 (stereo not given in full)
  FBPA coupling cs = -0.7

In the list so far, these contain an aryl thioether with sulfur outside any ring:
SMILES	FBPA coupling cs
CCN1CCN(C(=O)N[C@H](C(=O)N[C@@H]2C(=O)N3C(C(=O)O)=C(CSc4nnnn4C)CS[C@@H]23)c2ccc(O)cc2)C(=O)C1=O	-1.5
Cc1nnc(SCC2=C(C(=O)O)N3C(=O)C(NC(=O)Cn4cnnn4)[C@@H]3SC2)s1 (stereo not given in full)	-3.1
CCc1c2c(nc3cccc(SC)c13)COC2	-12.8

Source: PubChem BioAssay (National Center for Advancing Translational Sciences (NCATS))
